ROS inducer: inducers of reactive oxygen species in cancer cells. U2OS ROS induction, H2DCF-DA fluorescence. ROS induction (% of piperlongumine), % at 10 µM. 2% of 46,000 active. AID 624156; in the data active = ROS induction above about 79%, passing the limit was not always enough;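 note: 0% = DMSO vehicle median and 100% = reference compound median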
* = called active by the depositor. These rows are one share of the data; the hit share may differ from the screen's.

C[C@H](CO)N1C[C@H](C)[C@@H](CN(C)S(=O)(=O)c2ccc(Cl)cc2)Oc2c(NS(C)(=O)=O)cccc2C1=O
  ROS inducer = -12

C[C@@H]1CN([C@H](C)CO)C(=O)c2cc(NC(=O)Cc3ccccc3)ccc2O[C@H]1CN(C)C(=O)Nc1ccc(F)cc1
  ROS inducer = -5

COc1ccc(S(=O)(=O)Nc2ccc3c(c2)CC(=O)N([C@H](C)CO)C[C@H](C)[C@H](CN(C)S(=O)(=O)c2ccc(OC)cc2)O3)cc1
  ROS inducer = 8

O=C1CC(c2csc(-c3ccccc3)n2)C2(CCCCC2)O1 (stereo unspecified)
  ROS inducer = -4

Cc1ccc(N(C(C)C(=O)Nc2cccc(F)c2)S(C)(=O)=O)cc1 (stereo unspecified)
  ROS inducer = 0

O=C(c1cnn(-c2ccccc2)c1-n1cccc1)N1CCCCC1
  ROS inducer = 1

CC(C)NC(=O)Nc1ccc2c(c1)C(=O)N([C@@H](C)CO)C[C@@H](C)[C@@H](CN(C)S(=O)(=O)c1ccccc1)O2
  ROS inducer = -5

c1ccc(Oc2ncnc3sc4c(c23)CCCC4)cc1
  ROS inducer = 6

COc1ccc(C(=O)CC(=O)O)c2c1C=CC(C)(C)O2
  ROS inducer = 22

CN1C(=O)/C(=C2\SC(=S)N(CC3CCCO3)C2=O)c2ccccc21 (stereo unspecified)
  ROS inducer = -1

CSc1cccc(NC(=O)Cn2cc(Br)c([N+](=O)[O-])n2)c1
  ROS inducer = -6

O=C(/C=C/c1ccc(O)c(O)c1)O[C@@H]1C[C@](O)(C(=O)O)C[C@@H](O)[C@H]1O
  ROS inducer = 0

COc1ccc(-n2c(SCC(N)=O)nnc2-c2cccs2)cc1
  ROS inducer = 54

COc1ccc(S(=O)(=O)Nc2cccc3c2O[C@@H](CN(C)C(=O)NC(C)C)[C@H](C)CN([C@@H](C)CO)C3=O)cc1
  ROS inducer = -12

C[C@@H]1CN([C@H](C)CO)C(=O)c2cc(NC(=O)c3ccncc3)ccc2O[C@@H]1CN(C)Cc1ccncc1
  ROS inducer = -4

Cc1ccc(S(=O)(=O)Nc2ccc3c(c2)C(=O)N([C@@H](C)CO)C[C@H](C)[C@@H](CN(C)S(=O)(=O)c2cn(C)cn2)O3)cc1
  ROS inducer = 2

CCCCCC1C(=O)O/C(=C\C(=O)O)C1=O (stereo unspecified)
  ROS inducer = -16

COc1ccc(S(=O)(=O)N(C)C[C@@H]2Oc3ncc(C#CCN(C)C)cc3C(=O)N([C@H](C)CO)C[C@@H]2C)cc1
  ROS inducer = 14

CNC[C@@H]1Oc2ccc(NC(=O)Nc3ccc(F)cc3)cc2CC(=O)N([C@H](C)CO)C[C@H]1C
  ROS inducer = -14

C[C@@H]1CN([C@@H](C)CO)C(=O)c2cccc(NS(=O)(=O)c3ccc(Cl)cc3)c2O[C@H]1CN(C)Cc1ccc(-c2ccccc2)cc1
  ROS inducer = 13

C[C@H](CO)N1C[C@H](C)[C@@H](CN(C)Cc2ccc(C(=O)O)cc2)Oc2ccc(NS(=O)(=O)c3cccs3)cc2C1=O
  ROS inducer = -13

CCOC(Cn1c(SCc2c(F)cccc2Cl)nc2ccccc2c1=O)OCC
  ROS inducer = 13

c1coc(-c2cn3ccc4ccccc4c3n2)c1
  ROS inducer = -20

C=CCNC(=O)[C@H]1[C@@H]2C(=O)O[C@@H](c3ccccc3)[C@@H](c3ccccc3)N2[C@@H](c2ccccc2OCCO)[C@]12C(=O)Nc1ccc(C#CCCO)cc12
  ROS inducer = 72

COc1cc(-c2ccccn2)nc(/C=N/O)c1S(C)=O (stereo unspecified)
  ROS inducer = -11

CC1CCc2nn(CC(=O)N3CCCC3)cc2C1 (stereo unspecified)
  ROS inducer = -6

C[C@@H]1CN([C@H](C)CO)C(=O)Cc2cc(NC(=O)Nc3ccc4c(c3)OCO4)ccc2O[C@@H]1CN(C)S(=O)(=O)c1ccccc1
  ROS inducer = 67

CCOC(=O)Cc1csc(NC(=O)c2ccccc2)n1
  ROS inducer = 1

C[C@@H]1CN([C@H](C)CO)C(=O)c2cc(NC(=O)C3CCCCC3)ccc2O[C@H]1CN(C)S(=O)(=O)c1cn(C)cn1
  ROS inducer = -8

C[C@H]1CN([C@@H](C)CO)C(=O)c2cccc(NC(=O)C3CCOCC3)c2O[C@@H]1CN(C)S(=O)(=O)c1ccc(Cl)cc1
  ROS inducer = -10

CS(=O)(=O)N(CC(=O)Nc1ccccc1Sc1ccccc1)c1cccc(Br)c1
  ROS inducer = -8

C[C@@H]1CN([C@H](C)CO)C(=O)c2cccc(NC(=O)C3CC3)c2O[C@@H]1CN(C)S(=O)(=O)c1cccs1
  ROS inducer = -10

CCc1ccc(C2C(C#N)=C(C)NC3=C2C(=O)CC(C)(C)C3)cc1 (stereo unspecified)
  ROS inducer = 11

COc1ccc(NC(=O)Nc2cccc3c2O[C@H](CN(C)C(=O)NC2CCCCC2)[C@@H](C)CN([C@@H](C)CO)C3=O)cc1
  ROS inducer = -8

Cc1noc(C)c1NC(=O)N(C)C[C@@H]1Oc2c(NC(=O)C3CCCCC3)cccc2C(=O)N([C@H](C)CO)C[C@@H]1C
  ROS inducer = -3

COC(=O)c1ccccc1NC(=O)Cn1cncc1-c1ccc([N+](=O)[O-])cc1
  ROS inducer = 5

C[C@@H]1CN([C@@H](C)CO)C(=O)c2cc(NC(=O)Cc3cn(C)c4ccccc34)ccc2O[C@H]1CN(C)Cc1ccc(-c2ccccc2)cc1
  ROS inducer = 6

CN(CC(=O)Nc1ccccc1C(F)(F)F)S(=O)(=O)c1ccc(F)cc1
  ROS inducer = 46

O=C1CSC2=NC3=C(CCc4ccccc43)C(c3cccs3)N12 (stereo unspecified)
  ROS inducer = 0

COc1cccc(N(CC(=O)Nc2ccc(C)c(Cl)c2)S(C)(=O)=O)c1
  ROS inducer = -3

CC(C)c1ccc(N2C=Nc3ccc(C(C)C)cc3C2)cc1
  ROS inducer = 58

Cc1cc(C)cc(-n2c(SCC(=O)NCc3ccc(F)cc3)nc3c(c2=O)SCC3)c1
  ROS inducer = 2

C[C@@H]1CN([C@@H](C)CO)C(=O)c2cc(NC(=O)Nc3ccc(F)cc3)ccc2O[C@@H]1CN(C)S(=O)(=O)c1ccccc1
  ROS inducer = 9

Cc1cc(OCc2ccc(Br)cc2)nc(-c2ccccc2O)n1
  ROS inducer = -12

Cn1c(=O)c(Nc2ccccc2)c2c3c(cccc31)C(=O)c1ccccc1-2
  ROS inducer = 51

COc1ccc(S(=O)(=O)Nc2cccc3c2O[C@H](CN(C)Cc2ccc(Oc4ccccc4)cc2)[C@H](C)CN([C@@H](C)CO)C3=O)cc1
  ROS inducer = 110*

COc1ccc(CN(C)C[C@@H]2Oc3c(NC(=O)C4CCCCC4)cccc3C(=O)N([C@H](C)CO)C[C@H]2C)cc1
  ROS inducer = 60

CCCCN1Cc2c(nc3cc(C(C)(C)C)[nH]n3c2=O)C1=O
  ROS inducer = -8

Cc1ccccc1CN(C)C[C@H]1OCc2cnnn2CCCC(=O)N([C@@H](C)CO)C[C@@H]1C
  ROS inducer = 43

Nc1nc(N2CCCC2)ncc1S(=O)(=O)c1ccc(C(F)(F)F)cn1
  ROS inducer = 1

Exported as a markdown table: entries from further up
| mol | ROS inducer |
| --- | --- |
| Cn1c(=O)c(Nc2ccccc2)c2c3c(cccc31)C(=O)c1ccccc1-2 | 51 |
| COc1ccc(S(=O)(=O)Nc2cccc3c2O[C@H](CN(C)Cc2ccc(Oc4ccccc4)cc2)[C@H](C)CN([C@@H](C)CO)C3=O)cc1 | 110* |
| COc1ccc(CN(C)C[C@@H]2Oc3c(NC(=O)C4CCCCC4)cccc3C(=O)N([C@H](C)CO)C[C@H]2C)cc1 | 60 |
| CCCCN1Cc2c(nc3cc(C(C)(C)C)[nH]n3c2=O)C1=O | -8 |

Remaining list, next part
C[C@@H]1CN([C@H](C)CO)C(=O)c2cc(NC(=O)CCCN(C)C)ccc2O[C@@H]1CN(C)Cc1ccc(C(F)(F)F)cc1
  ROS inducer = -2

COc1ccc(CN(C)C[C@@H]2Oc3c(NC(=O)c4nc5ccccc5s4)cccc3C(=O)N([C@@H](C)CO)C[C@H]2C)cc1
  ROS inducer = 44

COc1ccc(NC(=O)Nc2cccc3c2O[C@@H](CN(C)C)[C@H](C)CN([C@@H](C)CO)C3=O)cc1
  ROS inducer = -2

C[C@H]1CN([C@@H](C)CO)C(=O)Cc2cc(NC(=O)CCN3CCOCC3)ccc2O[C@H]1CN(C)C(=O)NC1CCCCC1
  ROS inducer = 5

C[C@@H]1CN([C@H](C)CO)C(=O)Cc2cc(NC(=O)Cc3cn(C)c4ccccc34)ccc2O[C@H]1CN(C)Cc1ccc(Oc2ccccc2)cc1
  ROS inducer = 15

C[C@@H]1CN([C@H](C)CO)C(=O)CCCn2nncc2CO[C@H]1CN(C)C(=O)NC1CCCCC1
  ROS inducer = 6

FC(F)(F)c1ccc(-c2n[nH]c(=S)s2)nc1
  ROS inducer = 21

CNC[C@@H]1OCc2cnnn2CCCC(=O)N([C@H](C)CO)C[C@H]1C
  ROS inducer = 11

COc1ccc(C#Cc2ccc3c(c2)[C@]2(C(=O)N3)[C@H](C(=O)NC[C@H](O)c3ccccc3)[C@H]3C(=O)O[C@H](c4ccccc4)[C@H](c4ccccc4)N3[C@@H]2c2ccc(O)cc2)cc1
  ROS inducer = 3

Cc1ccc(S(=O)(=O)Nc2ccc3c(c2)CC(=O)N([C@@H](C)CO)C[C@H](C)[C@H](CN(C)S(=O)(=O)c2ccc(C)cc2)O3)cc1
  ROS inducer = 21

CCC(Sc1nnc(-c2ccncc2)n1C)C(=O)Nc1c(C)cccc1C (stereo unspecified)
  ROS inducer = -8

COc1cccc2cc(-c3nnc(SCC(=O)Nc4ccc5ccccc5c4)n3C)oc12
  ROS inducer = 3

CC(=O)C(Sc1cc(C)nc(N)n1)C(=O)Nc1ccccc1 (stereo unspecified)
  ROS inducer = 0

O=C1Nc2ccc(S(=O)(=O)NCC3CCCO3)c3cccc1c23 (stereo unspecified)
  ROS inducer = 34

Cc1cccc(OC(=O)C(Cc2ccccc2)N2C(=O)C3C4CCC(C4)C3C2=O)c1C (stereo unspecified)
  ROS inducer = 13

C[C@@H]1CCCCO[C@@H](CN(C)Cc2ccc(C(F)(F)F)cc2)[C@@H](C)CN([C@H](C)CO)C(=O)c2cc(NC(=O)Cc3ccccc3)ccc2O1
  ROS inducer = 57

CC(C)(C)SCCNc1nc(Oc2ccc(F)cc2)nc(Oc2ccc(F)cc2)n1
  ROS inducer = -3

C[C@@H]1CN([C@H](C)CO)C(=O)Cc2cc(NC(=O)Cc3cn(C)c4ccccc34)ccc2O[C@H]1CN(C)S(=O)(=O)c1ccccc1
  ROS inducer = 4

C[C@@H]1CN([C@H](C)CO)C(=O)c2cccc(NS(=O)(=O)c3cn(C)cn3)c2O[C@@H]1CN(C)Cc1ccc(-c2ccccc2)cc1
  ROS inducer = 8

Cn1c(/C(C#N)=C(/O)c2ccc(F)cc2)nc2ccccc21
  ROS inducer = 34

Cc1noc(C)c1S(=O)(=O)Nc1ccc2c(c1)CC(=O)N([C@@H](C)CO)C[C@H](C)[C@H](CN(C)C(=O)Nc1ccc3c(c1)OCO3)O2
  ROS inducer = -7

C[C@H](CO)N1C[C@H](C)[C@H](CN(C)S(=O)(=O)c2ccc(F)cc2)Oc2ccc(NC(=O)Nc3ccccc3)cc2C1=O
  ROS inducer = 3

C[C@H](CO)N1C[C@H](C)[C@H](CN(C)C(=O)Nc2ccc(F)cc2)Oc2ccc(NC(=O)Cc3cn(C)c4ccccc34)cc2C1=O
  ROS inducer = 20

O=C(NCc1ccc2c(c1)OCO2)c1ccc2c(=O)n(Cc3ccccc3)c(=S)[nH]c2c1
  ROS inducer = 6

C[C@H]1CN([C@@H](C)CO)C(=O)Cc2cc(NS(C)(=O)=O)ccc2O[C@@H]1CN(C)S(C)(=O)=O
  ROS inducer = 9

Retrieved one by one from above, two records:
FC(F)(F)c1ccc(-c2n[nH]c(=S)s2)nc1
  ROS inducer = 21

COc1ccc(CN(C)C[C@@H]2Oc3c(NC(=O)c4nc5ccccc5s4)cccc3C(=O)N([C@@H](C)CO)C[C@H]2C)cc1
  ROS inducer = 44

The listing continues:
O=C(CCCCC(=O)N/N=C/c1ccc(O)c(O)c1O)NO
  ROS inducer = 2

C[C@H]1CN([C@@H](C)CO)C(=O)CCCn2nncc2CO[C@@H]1CN(C)C(=O)Nc1ccc(N2CCCCC2)cc1
  ROS inducer = -5

O=C(CSc1ncccn1)Nc1ccc(I)cc1
  ROS inducer = 19

CNC[C@H]1Oc2ccc(N(C)C)cc2CC(=O)N([C@@H](C)CO)C[C@H]1C
  ROS inducer = 8

C[C@@H]1CN([C@H](C)CO)C(=O)CCCn2nncc2CO[C@H]1CN(C)Cc1ccc(O)cc1
  ROS inducer = -5

Cc1cccc(-c2noc(CN(C)S(=O)(=O)c3cc(Cl)ccc3Cl)n2)c1
  ROS inducer = 1

COc1ccc(OCC(=O)Nc2ccc(-c3nc4cc(C)ccc4o3)cc2)cc1
  ROS inducer = 9

CCOc1cc(/C=C2\SC(=O)N(Cc3ccc(F)cc3)C2=O)ccc1O
  ROS inducer = 10

COCCOC(=O)N1C(=O)[C@@]2(c3cc(C#CCCO)ccc31)[C@H](c1ccc(O)cc1)N1[C@H](c3ccccc3)[C@H](c3ccccc3)OC(=O)[C@H]1[C@@H]2C(N)=O
  ROS inducer = 12

C[C@H](CO)N1C[C@H](C)[C@@H](CN(C)S(=O)(=O)c2cn(C)cn2)Oc2c(NC(=O)NC3CCCCC3)cccc2C1=O
  ROS inducer = -3

C/C=C1\C(OC2OC(CO)C(O)C(O)C2O)OC=C(C(=O)OC)C1CC(=O)OCC1C(C)C(OC(=O)CC2C(C(=O)OC)=COC(OC3OC(CO)C(O)C(O)C3O)/C2=C\C)CC1C(CO)CO (stereo unspecified)
  ROS inducer = -7

C[C@@H]1CN([C@@H](C)CO)C(=O)c2cc(NC(=O)Nc3cccc4ccccc34)ccc2O[C@H]1CN(C)Cc1ccncc1
  ROS inducer = 22

Cc1ccc2c(c1)c1c(n2CC(O)CN2C(=O)CNC2=O)C(=O)CCC1 (stereo unspecified)
  ROS inducer = -16

NC(=O)c1c(NC(=O)CCSc2nc(-c3ccco3)cc(C(F)(F)F)n2)sc2c1CCC2
  ROS inducer = 38

CC1CCC2(C(=O)OC3OC(CO)C(O)C(O)C3O)CCC3(C(=O)O)C(=CCC4C5(C)CCC(O)C(C)(C)C5CCC43C)C2C1C (stereo unspecified)
  ROS inducer = 4

C[C@H]1CN([C@@H](C)CO)C(=O)c2cc(NC(=O)Nc3ccc(F)cc3)ccc2O[C@H]1CN(C)C(=O)Nc1ccccc1
  ROS inducer = -11
